High-throughput results (PubChem BioAssay)
D1 ag: Allosteric Agonists of the Human D1 Dopamine Receptor: qHTS. HEK293 T-REx D1 cells, calcium flux, agonist mode. activation, % at 2 µM. D(1A) dopamine receptor (Homo sapiens), P21728. actives 1% (n = 360,000); in the data active means activation above about 30%; further: 0% is about no effect
Target sequence (P21728 whole entry, looked up): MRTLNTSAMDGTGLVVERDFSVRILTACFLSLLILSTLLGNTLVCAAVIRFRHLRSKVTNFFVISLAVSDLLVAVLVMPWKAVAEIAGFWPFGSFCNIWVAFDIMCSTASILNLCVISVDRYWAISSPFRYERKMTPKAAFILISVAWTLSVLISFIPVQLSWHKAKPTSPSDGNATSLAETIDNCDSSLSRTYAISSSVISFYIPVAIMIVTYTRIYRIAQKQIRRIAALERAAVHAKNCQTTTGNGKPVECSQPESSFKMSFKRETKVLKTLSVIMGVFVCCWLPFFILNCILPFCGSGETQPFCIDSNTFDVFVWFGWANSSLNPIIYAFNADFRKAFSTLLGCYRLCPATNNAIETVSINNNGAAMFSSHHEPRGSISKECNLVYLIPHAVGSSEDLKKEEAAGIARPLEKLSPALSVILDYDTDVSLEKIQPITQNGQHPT
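Inducible HEK293 T-REx D1 cells, force-coupled to calcium signalling, were plated at 4000 cells/well with tetracycline and held overnight at 30 C. After no-wash calcium dye loading, compound-evoked calcium rise over 180 s flagged agonists.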
D1 antag: Antagonist of Human D 1 Dopamine Receptor: qHTS; HEK293 TREx D1 cells, calcium flux, dopamine EC80; active compounds read low; activity change, negative = inhibition, % at 10 µM; actives 3.2% (n = 360,000); AID 504652, 2011; in the data active means activity change below about -30%; further: on the % scale 0 is the no-effect control and ±100 the full control effect
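Using tetracycline-induced force-coupled D1 Hek293 cells and a calcium dye, signals were followed for 180 s after compound, then for 180 s after EC80 dopamine, to detect inhibitors.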
LDHA block: qHTS assay for inhibitors of human lactate dehydrogenase. purified LDHA, NADH/diaphorase-resazurin fluorescence; active compounds read low. activity change, % (values are at about 110 or 230 µM). actives 0.15% (n = 480,000). AID 1347041, 2019; in the data active means activity change below about -30%; inconclusive means mostly about -25% to -30%;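 further: plate controls were DMSO wells for no effect and wells without enzyme for full effect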
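Enzyme activity of human lactate dehydrogenase 5 (2 nM; 0.06 mM NADH, 0.2 mM pyruvate, 5 min, RT) is measured via a resazurin/diaphorase fluorescence readout of residual NADH.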
D2 potentiator: HTS Assay for Positive Allosteric Modulators of the Human D2 Dopamine Receptor: Primary Screen for Potentiators | AID 485347, 2010 | D(2) dopamine receptor (Homo sapiens), P14416 | HEK293 T-REx D2, calcium flux, EC20 dopamine potentiation | potentiation, % at 10 µM | actives 0.34% (n = 340,000);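 active means potentiation over 3 SD above the plate norm, cut at about 30% in these data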; further: 0% is about no effect
Target sequence (P14416 whole entry, looked up): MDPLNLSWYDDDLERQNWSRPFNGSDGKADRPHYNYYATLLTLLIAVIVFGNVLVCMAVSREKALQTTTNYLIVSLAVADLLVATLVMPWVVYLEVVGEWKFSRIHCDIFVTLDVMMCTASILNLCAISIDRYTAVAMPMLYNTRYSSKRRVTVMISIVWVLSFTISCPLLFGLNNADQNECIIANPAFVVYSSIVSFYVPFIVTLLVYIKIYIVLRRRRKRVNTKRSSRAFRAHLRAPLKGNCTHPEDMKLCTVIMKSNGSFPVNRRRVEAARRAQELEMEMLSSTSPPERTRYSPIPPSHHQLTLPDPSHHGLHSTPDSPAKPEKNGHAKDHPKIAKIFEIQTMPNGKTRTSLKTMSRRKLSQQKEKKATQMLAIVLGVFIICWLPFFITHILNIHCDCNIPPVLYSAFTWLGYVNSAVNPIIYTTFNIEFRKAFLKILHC
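Primary screen. Calcium kinetics in induced HEK293 T-REx D2 cells: compound pre-addition 180 s, EC20 dopamine, 180 s more.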
Vif-APOBEC3F blk: qHTS for Inhibitors of Vif-A3F Interactions: qHTS; Potency, µM (titrated, usually from 46.1 µM), for inactives: at the highest dose activity, negative = active; actives 0.2% (n = 390,000); HeLa A3F-eYFP + Vif (tagged APOBEC3F with the HIV-1 protein that degrades it), YFP fluorescence increase; further: potency means the concentration at half of the fitted maximal effect; % of control where 0% means no effect; nearly all actives have a fitted effect of over 65% in size
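HeLa cells stably expressing Vif plus C-terminally eYFP-tagged A3F were seeded, incubated overnight at 37 deg C, dosed with compound, incubated overnight again at 37 deg C. Yellow fluorescence (Ex 488/Em 500-530) reported blocked Vif-mediated A3F-eYFP degradation.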
D1 potentiator: Potentiators of Human D1 Dopamine Receptor: qHTS; D(1A) dopamine receptor (Homo sapiens), P21728; HEK293 TREx D1 cells, calcium flux, dopamine EC20 potentiation; potentiation, % at 10 µM; actives 0.036% (n = 360,000); AID 504651, 2011; in the data active means potentiation above about 30%; further: 0% is about no effect
Vif-A3G inh: qHTS for Inhibitors of Vif-A3G Interactions: qHTS; HeLa A3G-eYFP + Vif (tagged APOBEC3G with the HIV-1 protein that degrades it), YFP fluorescence, overnight; Potency, µM (series often up to 46.1 µM), inactives show at the top dose activity, negative = active, hits mostly inhibitors; DNA dC->dU-editing enzyme APOBEC-3G (Homo sapiens), Q9HC16; actives 0.076% (n = 410,000);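 further: potency means the concentration at half of the fitted maximal effect; on the % scale 0 is the no-effect control and ±100 the full control effect; nearly all actives have a fitted effect of over 60% in size; hits raise eYFP signal because A3G escapes Vif-driven loss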
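HeLa cells stably expressing Vif and C-terminally eYFP-tagged A3G, seeded overnight at 37 deg C, then exposed to compound by pintool overnight at 37 deg C. Rise in yellow fluorescence (Ex 488/Em 500-530, Acumen) marks blocked Vif-driven A3G degradation.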
RXFP1 agonist: qHTS Assay for Agonists of the Relaxin Receptor RXFP1 | actives 0.3% (n = 370,000) | Potency, µM (highest dose often 57.5 µM), inactives show at the highest dose activation, hits mostly activators | Relaxin receptor 1 (Homo sapiens), Q9HBX9 | HEK293T-RXFP1 cAMP TR-FRET, 30 min; response scale: percent of porcine relaxin response, buffer zero | AID 2676, 2010; further: potency means the concentration at half of the fitted maximal effect; on the % scale 0 is the no-effect control and ±100 the full control effect; nearly all actives have a fitted effect of over 60% in size; many of its hits are not listed in these tables
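cAMP rise read by TR-FRET after 30 min, 37C compound exposure (up to 58 uM) in RXFP1-transfected HEK293 cells with Ro 20174 present. EC50 from Hill-equation fits, with 29 nM porcine relaxin as 100% and buffer as basal.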
GRP78 ERSR act: qHTS for Inducers of the Endoplasmic Reticulum Stress Response (ERSR) in Human Glioma: qHTS; U87-MG GRP78 promoter luciferase reporter, 16 h; Potency, µM, for the others: top-dose activation, usual class: activators; actives 0.02% (n = 420,000); further: potency means the concentration at half of the fitted maximal effect; series mostly up to about 76 µM; % of control where 0% means no effect; nearly all actives have a fitted effect of over 35% in size
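Stably transfected U87-MG glioma cells carrying a GRP78-based luciferase sensor; 16 h compound incubation. Luminescence end-point read 10 min after Bright-Glo addition at room temperature.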
Active calls of the source: *; i = inactive; ? = inconclusive; / = no result given. Unless noted, the call rests on the fitted dose curve; in most records, active means well fitted curve in the direction sought with a large enough effect; inconclusive means small, poorly fitted or top-dose-only effect, or another doubt; inactive means no such curve, though single readings can be large; an effect the other way counts as inactive or inconclusive. Some of the compounds tested (hit frequency here may not be typical).

no.	Structure	D1 ag	D1 antag	LDHA block	D2 potentiator	Vif-APOBEC3F blk	D1 potentiator	Vif-A3G inh	RXFP1 agonist	GRP78 ERSR act
1	O=C(Nc1ccc(O)cc1)c1cc(S(=O)(=O)N2CCCC2)ccc1Cl	0.7	-5.0	-6.2	-7.2	-17.3%	-0.3	-0.2%	-0.1%	-2.0%
2	OCCC1CN(Cc2cccc(O)c2)CCN1CCc1ccccc1 (stereo not drawn)	3.0	-42.3*	-2.8	-19.6	11.1%	-11.9	0.6%	2.9%	-2.2%
3	NS(=O)(=O)c1ccc(CCNC(=O)CCC2COc3ccccc3O2)cc1 (stereo not drawn)	-0.2	-15.7	0.2	-8.3	-13.6%	-9.2	-0.5%	0.9%	-0.6%
4	CN1CCCC(C(=O)C(C#N)c2ccccc2)C1 (stereo not drawn)	1.6	3.5	-1.3	27.4	/	0.8	2.5%	2.1%	-4.8%
5	O=C(c1c(F)cccc1F)N(Cc1ccccn1)C1CCCC1	4.3	-12.2	-0.6	15.7	5.8%	-3.5	2.6%	-0.3%	-3.1%
6	COc1ccc(OC(C)C(=O)NCc2nc(-c3ccc(Cl)cc3)no2)cc1 (stereo not drawn)	17.3	8.6	1.7	-4.6	1.1%	-2.4	3.8%	0.8%	-2.4%
7	CC(OC(=O)c1ccc([N+](=O)[O-])s1)C(=O)Nc1ncc(Cl)cc1Cl (stereo not drawn)	0.2	-11.1	-1.0	-1.1	-12.2%	-3.7	-5.7%	-0.3%	-1.5%
8	O=[N+]([O-])c1ccc(C2=NN(c3ccccc3)C(c3ccco3)C2)cc1 (stereo not drawn)	295.7*	-66.9*	2.5	2.9	i	-9.6	?	11.7%	0.0%
9	O=C(O)C1C2C=CC(C2)C1C(=O)NCCCc1ccccc1 (stereo not drawn)	0.0	17.0	-5.4	1.0	0.0%	4.0	0.4%	-1.5%	0.1%
10	COC(=O)/C=C1/S/C(=N/NC(=O)c2ccc(Cl)cc2Cl)NC1=O	3.5	9.9	6.4	15.7	-29.0%	-4.2	?	2.0%	0.0%
11	O=[N+]([O-])c1ccc(O)c(C=Nc2cccc3ccccc23)c1	2.5	17.5	0.1	-0.2	4.2%	-0.5	-4.7%	1.4%	0.9%
12	CCCCN(Cc1ccco1)S(=O)(=O)c1csc(C(N)=O)c1	0.3	-3.9	-3.6	-6.1	-15.8%	-1.7	3.2%	-0.2%	0.2%
13	O=C(Nc1ccc(Cl)cc1)c1ccc2c(c1)S(=O)(=O)c1ccccc1C2=O	/	/	-5.0	/	4.3%	/	-0.1%	/	-4.9%
14	C=CCn1c(SCc2nc(N)nc(N(C)C)n2)nnc1-c1cccnc1	3.2	1.8	-8.7	-2.4	-2.7%	1.4	-0.5%	0.8%	-3.5%
15	CCOc1ccc(-n2c(=O)c3sccc3n(Cc3ccc(C)cc3)c2=O)cc1	0.9	10.2	0.3	-3.3	-11.6%	0.5	0.4%	6.2%	-4.1%
16	COc1cc(NC(=O)C2CCCCC2)c(OC)cc1NC(=O)CCC(=O)NCc1ccco1	0.7	9.7	-13.4	-1.2	-4.3%	8.7	-0.6%	0.9%	-3.9%
17	CCn1cc(C(=O)O)c(=O)c2cc(F)c(N3CCN(C(=S)NC(=O)c4c(OC)cccc4OC)CC3)cc21	10.5	-20.4	5.5	3.7	0.4%	/	1.3%	6.1%	-5.8%
18	COCCCN1C(=O)C(O)=C(C(=O)c2ccco2)C1c1cccc(Br)c1 (stereo not drawn)	-0.7	13.3	5.1	-3.2	-9.4%	2.5	-0.8%	?	-3.4%
19	O=C(c1cccc(NS(=O)(=O)c2ccc(F)cc2)c1)N1CCN(c2ccccc2)CC1	3.7	-42.3*	-8.8	2.8	-9.4%	2.2	-3.3%	-0.6%	-3.6%
20	Cc1noc(C)c1NC(=O)N(C)C[C@@H]1Oc2ncc(Br)cc2C(=O)N([C@@H](C)CO)C[C@@H]1C	/	/	-14.4	/	-7.8%	/	0.3%	/	-2.0%
21	CCC(C)Sc1oc(-c2ccco2)nc1S(=O)(=O)c1ccc(Cl)cc1 (stereo not drawn)	17.3	3.1	1.9	7.7	-4.1%	0.8	-0.9%	0.6%	-2.6%
22	CC(C)c1ccc(NC(=O)C2CC(=O)N=C(N)S2)cc1 (stereo not drawn)	1.5	2.9	-2.1	19.8	-2.2%	3.4	-2.7%	0.5%	8.1%
23	Cc1ccc(N2C(N)=C(C#N)C3(C(=O)N(C)c4ccccc43)C3=C2CC(C)(C)CC3=O)cc1Cl (stereo not drawn)	-1.6	-3.0	-2.4	-11.8	4.4%	0.8	6.2%	-0.4%	-5.2%
24	O=C(O)c1cc(NC(=O)c2cccc(F)c2)cc(NC(=O)c2cccc(F)c2)c1	1.8	3.2	-4.8	5.3	-2.8%	-0.2	-4.2%	4.5%	-1.2%
25	COc1ccccc1NC(=O)CSc1nnc(Cc2cccn2C)n1-c1ccc(F)cc1	0.7	6.7	-1.0	11.9	1.7%	-2.1	-0.7%	0.9%	-4.3%
26	CCN(C(=O)CCN1C(=O)/C(=C/c2ccccc2)SC1=S)C1CCS(=O)(=O)C1 (stereo not drawn)	14.8	-10.4	-0.9	-0.5	1.0%	-0.9	5.7%	-1.8%	-4.3%
27	CC(C)(C)C(=O)CSc1nc(N)cc(=O)[nH]1	1.9	2.8	1.0	0.4	-0.2%	-2.1	-1.9%	0.0%	-4.5%
28	N#CC1=C(SCC(=O)NC2CC2)NC(=O)C(C#N)C12CCCCC2 (stereo not drawn)	2.6	1.0	-2.9	8.8	-4.5%	6.5	-0.4%	0.9%	-3.7%
29	C/C=C/c1ccc(OCC(=O)OCC)c(OC)c1	-0.4	4.0	-0.3	/	-5.5%	2.0	-8.7%	1.2%	-1.7%
30	Cc1ccccc1C(=O)Nc1ccccc1Sc1ccccc1	2.5	6.3	2.3	4.0	-15.7%	3.0	-3.9%	0.2%	-6.0%
31	CCN(CC)C(=O)CSc1nc2ncc(Br)cc2[nH]1	0.9	-6.5	-6.7	-2.6	4.0%	-1.4	-5.4%	3.4%	-4.1%
32	O=C(Cn1ncc2c3ccccc3n(Cc3cccc(Cl)c3)c2c1=O)NCC1CCCO1 (stereo not drawn)	21.2	-7.5	-12.2	9.5	?	-3.1	-10.1%	5.5%	-4.4%
33	COCOCCn1cc(CN2CCS(=O)(=O)N(Cc3ccc(-c4ccccc4)cc3)C(CC(C)C)C2=O)nn1 (stereo not drawn)	/	/	-3.4	/	7.4%	/	-16.8%	/	-2.8%
34	COCCn1c(SC(C)C(=O)Nc2ccc(Cl)cn2)nnc1-c1ccncc1 (stereo not drawn)	-2.8	-6.1	-2.9	0.1	-4.2%	12.2	1.5%	0.5%	-5.7%
35	COc1ccc(CCC(=O)NNC(=O)Nc2ccc(OC)c(OC)c2)cc1	0.2	14.2	1.9	-2.5	0.5%	-6.7	3.9%	-0.1%	-4.1%
36	COc1ccc(Br)c(-c2nnc(CS(=O)(=O)c3ccccc3)o2)c1	0.2	11.4	-16.9	12.1	-4.0%	2.3	-0.1%	2.0%	4.1%
37	Cc1cc(Cl)ccc1Nc1ncnc2onc(C)c12	5.3	3.4	-6.8	-3.2	1.0%	-6.2	2.0%	-0.4%	0.4%
38	O=C(Nc1ccccc1)c1ccc(N2CCN(c3ccccn3)CC2)c(S(=O)(=O)N2CCOCC2)c1	1.7	4.0	-7.2	4.4	-1.6%	-3.0	-1.9%	1.8%	0.9%
39	Cc1ccc(C(=O)OCC(=O)NC(C)c2ccccc2)cc1C (stereo not drawn)	/	/	-7.6	/	-20.8%	/	-4.8%	/	0.0%
40	CCCCNC(=O)CN1C(=O)CSc2ccc(S(=O)(=O)N3CCC(C)CC3)cc21	1.2	27.2	-1.3	-1.3	0.3%	3.8	-5.0%	1.3%	-1.3%

Structural class: those above with fluorine.
no.	Structure	D1 ag	D1 antag	LDHA block	D2 potentiator	Vif-APOBEC3F blk	D1 potentiator	Vif-A3G inh	RXFP1 agonist	GRP78 ERSR act
5	O=C(c1c(F)cccc1F)N(Cc1ccccn1)C1CCCC1	4.3	-12.2	-0.6	15.7	5.8%	-3.5	2.6%	-0.3%	-3.1%
17	CCn1cc(C(=O)O)c(=O)c2cc(F)c(N3CCN(C(=S)NC(=O)c4c(OC)cccc4OC)CC3)cc21	10.5	-20.4	5.5	3.7	0.4%	/	1.3%	6.1%	-5.8%
19	O=C(c1cccc(NS(=O)(=O)c2ccc(F)cc2)c1)N1CCN(c2ccccc2)CC1	3.7	-42.3*	-8.8	2.8	-9.4%	2.2	-3.3%	-0.6%	-3.6%
24	O=C(O)c1cc(NC(=O)c2cccc(F)c2)cc(NC(=O)c2cccc(F)c2)c1	1.8	3.2	-4.8	5.3	-2.8%	-0.2	-4.2%	4.5%	-1.2%
25	COc1ccccc1NC(=O)CSc1nnc(Cc2cccn2C)n1-c1ccc(F)cc1	0.7	6.7	-1.0	11.9	1.7%	-2.1	-0.7%	0.9%	-4.3%
